PAFAH2 FP inh = inhibitors of human PAFAH2; Q99487; recombinant PAFAH2, FP-rhodamine activity probe, fluorescence polarization; inhibition, % at 3.39 µM; hit rate 0.99% among 340,000; AID 492956;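 active = inhibition above the mean over all tested compounds plus 3 SD, cut at about 30% in these data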;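 also: inhibitors block probe labeling of enzyme so polarization drops; 0% = enzyme with DMSO and 100% = wells lacking PAFAH2 protein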
LYPLA1 inh = blocks human lysophospholipase 1, a PME1 counter-screen. recombinant LYPLA1, FP-Rh probe fluorescence polarization. hit rate 0.16% among 320,000. inhibition, % at 5.9 µM. O75608;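 active = inhibition above the mean of all tested compounds plus 3 SD, set per campaign, cut at about 14% in these data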;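 also: inhibitors block serine hydrolase probe labeling of LYPLA1 so polarization falls; 0% = enzyme with DMSO and 100% = wells lacking LYPLA1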
GSTO1 inh = blocks human GSTO1 in RBBP9 counter-screen; recombinant GSTO1, activity-based probe fluorescence polarization; inhibition, % at 5.96 µM; hit rate 1.1% among 300,000; AID 1974;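 active = inhibition above the campaign mean inhibition plus 3 SD, cut at about 35% in these data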;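 also: 0% = GSTO1-1 with DMSO and 100% = wells lacking GSTO1-1 enzyme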
Target sequence (P78417 whole entry, looked up): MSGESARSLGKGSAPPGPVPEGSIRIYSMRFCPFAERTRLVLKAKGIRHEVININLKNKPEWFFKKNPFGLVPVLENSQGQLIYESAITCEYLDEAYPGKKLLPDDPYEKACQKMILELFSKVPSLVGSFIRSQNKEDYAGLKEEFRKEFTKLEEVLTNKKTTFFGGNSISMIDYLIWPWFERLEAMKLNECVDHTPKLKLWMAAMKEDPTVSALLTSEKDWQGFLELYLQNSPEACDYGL
Fam108B inh = blocks mouse Fam108B hydrolase in RBBP9 counter-screen; recombinant Fam108B, FP-Rh probe fluorescence polarization; inhibition, % at 9.51 µM; hit rate 0.33% among 300,000; AID 1947;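 active = inhibition above the screen mean inhibition plus 3 SD, computed separately per campaign, cut at about 18% in these data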;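 also: inhibitors lower polarization as less probe binds the enzyme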
PAFAH1B3 FP inh = PAFAH1B3 (human) inhibition; recombinant PAFAH1B3, FP-rhodamine probe, fluorescence polarization; inhibition, % at 3.39 µM; hit rate 0.28% among 340,000;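 active = inhibition above the screen-wide average of all tested compounds plus 3 SD, cut at about 25% in these data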;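 also: 0% = enzyme with DMSO only and 100% = wells lacking PAFAH1B3 protein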
PAD4 FP inh = PAD4 (human) enzyme inhibition. inhibition, % at 6.36 µM. Q9UM07. AID 485272. recombinant PAD4, RCA probe fluorescence polarization. hit rate 0.41% among 330,000;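 active = percent inhibition above a cutoff equal to the mean of all tested compounds plus 3 SD, cut at about 15% in these data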;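 also: 0% = PAD4 with RCA probe and DMSO and 100% = probe without PAD4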
Target sequence (Q9UM07 whole entry, looked up): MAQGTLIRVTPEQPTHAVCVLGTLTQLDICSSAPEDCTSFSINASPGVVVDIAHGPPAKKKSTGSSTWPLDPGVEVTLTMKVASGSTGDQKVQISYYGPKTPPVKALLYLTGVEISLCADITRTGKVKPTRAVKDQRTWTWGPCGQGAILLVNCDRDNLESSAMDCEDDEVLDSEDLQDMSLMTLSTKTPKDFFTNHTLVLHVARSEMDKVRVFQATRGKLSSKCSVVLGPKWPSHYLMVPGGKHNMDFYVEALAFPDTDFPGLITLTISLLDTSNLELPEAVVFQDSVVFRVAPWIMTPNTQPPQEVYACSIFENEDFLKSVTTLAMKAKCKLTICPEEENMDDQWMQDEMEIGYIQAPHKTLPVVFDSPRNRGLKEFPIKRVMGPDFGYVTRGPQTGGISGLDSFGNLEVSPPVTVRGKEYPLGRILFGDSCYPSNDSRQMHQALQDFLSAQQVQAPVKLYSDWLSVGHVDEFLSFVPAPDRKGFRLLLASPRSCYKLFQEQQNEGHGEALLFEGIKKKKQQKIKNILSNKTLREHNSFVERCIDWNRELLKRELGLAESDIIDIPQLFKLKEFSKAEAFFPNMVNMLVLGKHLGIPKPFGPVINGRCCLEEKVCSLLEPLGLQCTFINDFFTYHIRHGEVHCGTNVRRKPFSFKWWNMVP
PME-1 inh = blocks human protein phosphatase methylesterase 1; inhibition, % at 5.9 µM; AID 2130; hit rate 0.53% among 320,000; recombinant PME-1, FP-Rh probe fluorescence polarization;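 active = inhibition above the campaign mean of all compounds plus 3 SD, cut at about 26% in these data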;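 also: competitive labeling of PME-1 active site by serine hydrolase directed probe; 0% = PME-1 with DMSO and 100% = wells lacking PME-1 enzyme; inhibitors block probe labeling so polarization falls and inhibition rises; many of its hits are not listed in these tables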
PAFAH1B2 inh = PAFAH1B2 (human) inhibition | P68402 | recombinant PAFAH1B2, FP-rhodamine activity probe, fluorescence polarization | inhibition, % at 3.39 µM | hit rate 1.2% among 340,000 | AID 492953;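 active = inhibition above the mean of all tested compounds plus 3 SD, cut at about 24% in these data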;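 also: 0% = enzyme with DMSO and 100% = wells lacking PAFAH1B2; many of its hits are not listed in these tables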
pPAFAH inh = pPAFAH (human) enzyme inhibition; hit rate 1.5% among 330,000; recombinant pPAFAH, FP-rhodamine probe fluorescence polarization; inhibition, % at 3.39 µM;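 active = inhibition above the mean inhibition across the screen plus 3 SD, cut at about 25% in these data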;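 also: inhibitors block binding of the rhodamine activity-based probe so polarization drops; 0% = enzyme with DMSO and 100% = wells lacking pPAFAH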
Starred values were filed as active, the others as inactive; . = no result given; & = joins results of further samples. This is a subset (hit frequency here may not be typical).

SMILES	PAFAH2 FP inh	LYPLA1 inh	GSTO1 inh	Fam108B inh	PAFAH1B3 FP inh	PAD4 FP inh	PME-1 inh	PAFAH1B2 inh	pPAFAH inh
O=C(CNc1cccc2ccccc12)N/N=C/c1ccccn1	.	2	23	0	.	-3	13	.	11
O=C(CCNC(=O)c1ccccc1Cl)Nc1ccncc1	-2	-3	-4	-2	7	2	-12	3	6
CN(C)/C=C(\C(=O)c1ccccc1)c1nnnn1-c1ccc(F)cc1	2	3	-12	1	16	-3	5	6	-2
O=C(O)[C@H]1CCCC[C@H]1C(=O)NCCc1ccccc1	-3	-1	-2	1	-2	0	3	3	-3
Cc1oc(-c2cccs2)nc1CN1CCC(c2ccccc2)CC1	-6	-2	-3	-3	-1	-1	-9	0	1
c1ccc(CCc2nn3c(Cn4cnc5ccccc54)nnc3s2)cc1	10	-1	-8	2	2	-3	13	5	5
Cc1cc(C)cc(N(CC(=O)NC2CCCCC2)C(=O)CCCC(=O)Nc2ccccn2)c1	-1	3	8	2	7	-3	1	4	0
CC/C(C)=N/NS(=O)(=O)c1ccc(C)c([N+](=O)[O-])c1	5	1	16	3	11	4	0	2	3
CCOc1ncccc1C(=O)Nc1cccc(C(=O)Nc2cccc(S(=O)(=O)CCO)c2)c1	-4	-7	2	-2	-5	1	2	1	2
NS(=O)(=O)c1ccc(NC(=S)NC(=O)c2cccnc2)cc1	.	-2	-5	-3	.	-3	-2	.	0
Cc1ccc(CN2CC(C(=O)N(Cc3nnc(-c4ccccc4Cl)o3)C3CC3)CC2=O)cc1 (centres undefined)	-4	1	-3	2	2	-6	15	5	2
COCCNC(=S)N(CCN(C)C)Cc1cc2cc3c(cc2[nH]c1=O)OCO3	7	-1	4	3	-1	3	3	1	0
CCOC(=O)c1c(C)c(C(=O)NCCOC)c(C)n1CC	1	2	6	-1	2	-3	5	3	4
CCOC(=O)c1cnc2ccccc2c1Nc1ccc(C(=O)O)cc1	5	2	10	0	1	-2	6	-2	4
CNc1c([N+](=O)[O-])cnn1-c1ccccc1Cl	-4	-3	-1	-5	7	4	5	5	3
COc1ccc(C2=NCCn3nc4cc(OC)ccc4c32)cc1	-5	3	1	1	5	-2	1	-2	6
CC1CC(C)(C)NC(=S)N1CCC(=O)NCc1ccc(F)cc1 (centres undefined)	2	1	-4	-4	1	-3	1	3	3
COc1ccc(OC)c(C(=O)CSc2nc3cccnc3n2C)c1	2	-2	-11	-3	2	5	5	-6	1
Cc1cc(C)nc(NC(=O)c2ccc(Cl)cc2[N+](=O)[O-])c1	0	-2	-7	-2	5	0	-3	4	5
NC(=O)c1oc2ccccc2c1NC(=O)C1CCCCC1	-1	0	5	1	-4	1	-3	8	1
CCCC(=O)CN1C(=O)C2(OCCO2)c2ccccc21	2	-2	9	4	7	4	3	5	0
CS(=O)(=O)N1CCN(c2ccccc2NC(=O)C(c2ccccc2)c2ccccc2)CC1	-4	-5	6	-4	4	-2	6	0	0
COc1ccc(CCNS(=O)(=O)c2ccc3c(c2)NC(=O)CCS3)cc1OC	1	5	13	3	3	-2	3	0	2
Cc1ccc(S(=O)(=O)NC(=O)NN2CC3CCCC3C2)cc1 (centres undefined)	-5	-4	-1	-3	6	-2	-8	4	-1
CCOCCCNC(=O)C1CC(=O)N(CCc2ccccc2)C1 (centres undefined)	1	0	0	3	8	3	1	5	4
Cc1cccc(NC(=S)NNC(=O)c2csc3c2CCCC3)c1	2	-6	-7	-3	0	1	0	4	26*
COc1cc(NC(=O)c2cnc(N)s2)cc(C(=O)Nc2cccc(C(F)(F)F)c2)c1	.	-32	-26	13	.	5	-39	.	-1
Cc1ccc(S(=O)(=O)N2CCN(C(=O)CSc3nnnn3C)CC2)c(C)c1	5	-4	8	0	13	-1	-2	6	6
COc1ccc(C2=NN(c3nc(-c4ccccc4)c(CC(=O)O)s3)C(c3ccco3)C2)cc1 (centres undefined)	3	-11	-18	2	-7	-27	-9	-3	30*
CCN1CNC(=S)N(c2cccc(C)c2C)C1	-8	1	2	1	1	3	1	1	-3
CN(Cc1cnn(C)c1)C(=O)C1CCC(=O)N(Cc2cccc(F)c2)C1 (centres undefined)	7	1	-2	6	-1	-2	-2	1	-1
CCc1ccccc1NC(=O)c1ccccc1N1C(=O)C2C3C=CC(C3)C2C1=O (centres undefined)	4	-1	-2	1	5	-5	-2	0	1
N#C/C(=C\c1ccc([N+](=O)[O-])cc1)C(=O)Nc1ccccc1O	4	-3	1	0	3	-3	-3	0	-2
CCNc1nc(OC)nc(SCC(N)=O)n1	-2	-2	-6	-2	0	-5	-1	2	4
COc1ccc(C(CC(=O)O)NC(=O)Nc2ccccc2)cc1OC (centres undefined)	-3	-1	-4	-3	-2	-5	0	4	-1
O=C(CSc1ccccn1)NCc1ccc2c(c1)OCO2	-1	-1	3	0	6	-7	-4	2	6
COc1ccc(NC(=O)c2ccccc2C)cc1	1	-2	2	1	3	1	-8	3	-5
CCOc1ccc(NS(=O)(=O)c2ccc(NC(=S)NC(=O)CC(C)C)cc2)cc1	-15	-15	-2	0	-1	1	-6	-6	19
CCOc1ccc2nc(NC(=O)CSCC(=O)Nc3cc(C)on3)sc2c1	-2	0	13	0	1	-3	-1	4	-4
N#Cc1ccc(-c2csc(NC(=O)C3CC3)n2)cc1	-6	-3	-3	-3	-3	6	-4	-12	-6
CCc1ccc(Nc2n[n+](-c3ccccc3)c(-c3ccc(OC)c(Br)c3)s2)cc1	-10	-7	1	-4	0	-4	-5	1	2
O=C(NCc1ccccc1Cl)C1CCC(=O)N(C2CC2)C1 (centres undefined)	6	-1	0	1	1	-2	1	4	3
CCOC(=O)c1c(/N=C/C2C(=O)CC(C)(C)CC2=O)sc(C)c1C	11	-1	0	1	6	1	1	5	4
CC(=O)SCC(C)C(=O)NCc1ccccc1 (centres undefined)	3	1	-4	1	3	2	0	-6	2
COc1ccccc1OCC(=O)N/N=C1/C=C(C)CC1	4	1	0	2	6	3	0	6	4
COc1ccc(CNC(=O)Cn2cccc2C(=O)c2ccccc2C)cc1	7	2	17	4	2	-2	-6	11	3
CNc1nc(-c2ccccn2)nnc1-c1ccccc1	6	4	8	-1	5	3	3	2	4
Cn1cnnc1SC1c2cccc3cccc(c23)C1NS(=O)(=O)c1ccccc1 (centres undefined)	3	-2	14	6	-3	0	5	0	7
CCOc1ccccc1OCCCC(=O)Nc1nc2ccccc2[nH]1	6	0	5	-2	8	-2	3	4	3
CC(C)(C)NC1=CC(=O)OC12CCCCC2	4	-4	5	4	4	4	-2	5	-1
Cc1cccc(-n2c(Cc3cc(=O)[nH]c(=O)[nH]3)nnc2SCC(=O)N2CCc3ccccc32)c1	-3	-2	0	-1	0	1	-2	5	1
COc1ccc(-c2ncncc2-c2csc(C)n2)c(O)c1OC	13	0	-5	-3	4	-9	-6	8	-10
CCOc1ncccc1C(=O)N1CCN(c2cc(Cl)ccc2C)CC1	5	-1	3	2	11	-2	-1	4	3
COc1ccc(C2c3c(c(C)c(C)oc3=O)Oc3c(C)c(C)oc(=O)c32)cc1	1	2	.	.	11	4	-1	5	0
COc1ccc(-c2cc(OC(=O)c3ccc(F)cc3)c3c(C)oc(C)c3c(=O)c2)cc1	.	-3	10	1	.	-8	-5	.	13
COc1ccc(NC(=O)c2ccccc2-c2ccccc2)cc1	1	-2	7	1	14	0	-7	3	-4
O=C(c1[nH]nc2c1CCc1ccccc1-2)N1CCN(Cc2ccc3c(c2)OCO3)CC1	-8	-1	-3	1	-4	-5	0	-1	12
CCOc1ccc2[nH]c(=O)c(CN(Cc3cccs3)Cc3nnnn3C(C)(C)CC)cc2c1	4	0	-1	-3	3	-3	3	2	2
CCOc1ccc(S(=O)(=O)N2CCN(Cc3ccco3)CC2)cc1	4	-1	-2	2	6	0	0	1	1
CCOC(=O)c1cccc(NC(=O)c2ccc(NC(=O)C3CCCO3)cc2)c1 (centres undefined)	-4	-1	-5	-1	5	1	-4	1	2

Compound profiles, as listed above.
CCOc1ccc(S(=O)(=O)N2CCN(Cc3ccco3)CC2)cc1 in the list: PAFAH2 FP inh: 4; LYPLA1 inh: -1; GSTO1 inh: -2; Fam108B inh: 2; PAFAH1B3 FP inh: 6; PAD4 FP inh: 0; PME-1 inh: 0; PAFAH1B2 inh: 1; pPAFAH inh: 1
N#C/C(=C\c1ccc([N+](=O)[O-])cc1)C(=O)Nc1ccccc1O in the list: PAFAH2 FP inh: 4; LYPLA1 inh: -3; GSTO1 inh: 1; Fam108B inh: 0; PAFAH1B3 FP inh: 3; PAD4 FP inh: -3; PME-1 inh: -3; PAFAH1B2 inh: 0; pPAFAH inh: -2

Other entries
SMILES	PAFAH2 FP inh	LYPLA1 inh	GSTO1 inh	Fam108B inh	PAFAH1B3 FP inh	PAD4 FP inh	PME-1 inh	PAFAH1B2 inh	pPAFAH inh
O=C(COC(=O)C(c1ccccc1)c1ccccc1)NCc1ccco1	2	5	4	1	5	-1	3	5	5
CCOC(=O)C1CCCN(C(=O)c2ccc(S(=O)(=O)Nc3ccccc3OC)cc2)C1 (centres undefined)	3	-1	.	.	1	-1	22	1	3
O=C(CSc1nnc(COc2ccccc2F)n1-c1ccccc1)NC1CCS(=O)(=O)C1 (centres undefined)	-5	-12	-5	-8	-3	-15	-17	5	-8
CN(Cc1ccc(Br)cc1)C(=O)CCN1C(=O)c2cccc([N+](=O)[O-])c2C1=O	-6	-1	2	1	8	-3	-7	17	-1
O=C(Cc1ccc([N+](=O)[O-])cc1)Nc1cccc(C(=O)N2CCCC2)c1	0	.	.	.	8	1	.	3	5
CN(C)c1ccc(C(CNC(=O)COc2ccc(Cl)cc2)N2CCCC2)cc1 (centres undefined)	-3	-1	1	1	2	-1	7	6	2
N#CCCN(C(=O)CSc1nc(-c2ccccc2)cn1N)c1ccc(F)cc1	3	1	-3	0	2	1	0	4	-1
CCc1nc(NC(=O)NS(=O)(=O)c2ccccc2C(=O)OC)nc(OC)n1	-1	0	3	-1	-6	4	1	1	2
O=C(C1=C(O)C(=O)N(CCN2CCOCC2)C1c1ccc([N+](=O)[O-])cc1)c1cccs1 (centres undefined)	-2	-4	0	-4	9	-3	-1	8	7
Cc1ccc(C(OC(=O)c2ccco2)C(=O)NC2CCCC2)cc1 (centres undefined)	-5	0	8	1	2	0	-2	5	-1
Cc1c(C(=O)O)oc2c1C(O)CC(C)(C)C2 (centres undefined)	8&3	2&2	1&4	-2&5	4&4	0&1	1&-4	6&5	5&-2
CCNc1nc(NC(C)C)nc(Oc2ccc(OCCOc3ccc(C)cc3)nn2)n1	-1	-2	-4	3	2	2	5	3	7
O=C(Nc1cccc(F)c1)c1sc(Cl)nc1-c1ccccc1	-7	-3	15	-4	-2	1	-2	-1	3
C[C@@H]1NC(=O)[C@H](CCCN=C(N)N)NC(=O)c2cc([N+](=O)[O-])cc(I)c2NCCC[C@@H](C(N)=O)NC1=O	-1	-3	12	2	-1	-3	-4	3	1
C[C@H](NC(=O)c1cc2cc(Cl)ccc2n1C)C(=O)N[C@@H](Cc1ccccc1)C(=O)O	2	-2	0	-3	3	-6	6	11	8
O=C(CCN1CCCO1)N1CCCC(N2CCN(c3cccc(C(F)(F)F)c3)CC2)C1 (centres undefined)	-2	4	-1	0	2	-5	2	3	1
Cc1ccc2c(c1)N(CC(=O)NCC(C)c1ccccc1)C(=O)c1cccnc1O2 (centres undefined)	-1	0	-2	3	-1	-2	3	0	0
